From PubChem
M4 antag: human M4 muscarinic receptor antagonists, primary screen, CHO cells, Fluo-8 calcium fluorescence; CHO-hM4 cells, ACh EC80; inhibition, % at 3 µM; 0.73% of 360,000 active; AID 624125, 2012;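 active = inhibition above its plate's cutoff, the mean inhibition of sample wells plus 3 SD, cut at about 27% in these data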;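 note: 0% = acetylcholine EC80 with DMSO and 100% = DMSO without agonist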
Target sequence (P08173 whole entry, looked up): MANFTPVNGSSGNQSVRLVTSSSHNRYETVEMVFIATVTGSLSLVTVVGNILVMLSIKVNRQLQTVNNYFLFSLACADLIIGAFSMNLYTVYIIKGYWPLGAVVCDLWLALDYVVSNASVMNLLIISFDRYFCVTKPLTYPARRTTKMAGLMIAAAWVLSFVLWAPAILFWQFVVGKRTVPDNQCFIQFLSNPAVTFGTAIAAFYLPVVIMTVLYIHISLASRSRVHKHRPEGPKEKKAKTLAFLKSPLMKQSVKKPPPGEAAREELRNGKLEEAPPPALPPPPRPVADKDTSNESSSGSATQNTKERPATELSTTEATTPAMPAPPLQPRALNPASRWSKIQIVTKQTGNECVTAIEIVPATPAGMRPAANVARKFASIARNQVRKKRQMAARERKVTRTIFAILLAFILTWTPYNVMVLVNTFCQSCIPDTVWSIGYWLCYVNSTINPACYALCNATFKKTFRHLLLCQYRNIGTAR
M5 PAM: human M5 muscarinic receptor positive allosteric modulators, primary screen, CHO-K1 cells, Fluo-8 calcium fluorescence; 0.3% of 360,000 active; activation, % at 3 µM; CHO-K1 hM5, ACh EC20 PAM; 0% = ACh EC20, 100% = ACh EC100; Muscarinic acetylcholine receptor M5 (Homo sapiens), P08912;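 active = activation above the run cutoff, the mean activation of all test compounds plus 3 SD, cut at about 18% in these data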
Target sequence (P08912 whole entry, looked up): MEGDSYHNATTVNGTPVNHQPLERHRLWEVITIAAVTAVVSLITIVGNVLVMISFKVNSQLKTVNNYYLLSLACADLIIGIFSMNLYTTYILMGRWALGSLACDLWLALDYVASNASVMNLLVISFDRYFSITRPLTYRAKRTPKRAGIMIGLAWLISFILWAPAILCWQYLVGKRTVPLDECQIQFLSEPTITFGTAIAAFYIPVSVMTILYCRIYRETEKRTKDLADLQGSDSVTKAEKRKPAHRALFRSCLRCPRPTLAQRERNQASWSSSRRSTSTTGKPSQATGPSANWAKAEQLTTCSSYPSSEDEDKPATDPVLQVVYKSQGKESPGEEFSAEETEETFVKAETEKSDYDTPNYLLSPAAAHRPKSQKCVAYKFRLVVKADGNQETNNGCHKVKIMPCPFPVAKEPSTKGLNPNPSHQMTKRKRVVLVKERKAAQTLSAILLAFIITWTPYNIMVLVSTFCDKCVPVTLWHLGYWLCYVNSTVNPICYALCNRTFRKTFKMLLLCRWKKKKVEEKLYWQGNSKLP
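Replicates: One well per compound, no replicates | System: Human M5 receptor in CHO-K1 cells | Benchmarks: Low control EC20 acetylcholine (0%), high control EC100 acetylcholine (100%) | Probe or stimulus: Acetylcholine, EC20 level | Times: Fluo-8 loading 80 min at 37 °C plus 30 min room temperature | Signal: Intracellular calcium via Fluo-8 fluorescence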
CHRM1 PAM: human M1 muscarinic receptor positive allosteric modulators, primary screen, CHO-K1 cells, Fluo-8 calcium fluorescence, 1536-well; Muscarinic acetylcholine receptor M1 (Homo sapiens), P11229; CHO-K1 hM1, ACh EC20; 0% = ACh EC20, 100% = maximal ACh; activation, % at 3 µM; 0.088% of 360,000 active; in the data active = activation above about 19%, passing the limit was not always enough
M4 PAM: human M4 muscarinic receptor positive allosteric modulators, primary screen, CHO-K1 cells, Fluo-8 calcium fluorescence; CHO-K1 hM4/Gqi5, ACh EC20; 0% = ACh EC20, 100% = maximal ACh; activation, % at 3 µM; 0.4% of 360,000 active; AID 624126, 2012;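 active = activation above its plate's cutoff, the mean activation of sample wells plus 3 SD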; note: some results filed as inactive read as strong as hits
CRFBP-R2 agonist: agonists of CRF-BP/CRF-R2 complex, primary screen, cell-based, HEK293, calcium dye fluorescence, uHTS; CRF-binding protein / CRF receptor 2 complex (human); calcium dye fluorescence (FLIPR); percent of saturating CRF peptide response; activation, % at 13.2 µM; 0.46% of 350,000 active; AID 588473, 2011;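 active = activation of at least 50%, plus an integration ratio under a set limit after plate pattern correction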;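 note: plate controls were neutral control wells without compound for no effect and CRF at EC100 for full effect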
M5 ag: human M5 muscarinic receptor agonists, primary screen, CHO-K1 cells, Fluo-8 calcium fluorescence | Muscarinic acetylcholine receptor M5 (Homo sapiens), P08912 | CHO-K1 hM5 cells; 0% DMSO wells, 100% maximal acetylcholine response | activation, % at 3 µM | 0.19% of 360,000 active | AID 624037, 2012;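 active = activation above the run's mean over test compounds plus 3 SD, cut at about 23% in these data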;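 note: signal is peak over basal fluorescence ratio across the kinetic read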
CRFBP-R2 block: antagonists of CRF-BP/CRF-R2 complex, primary screen, cell-based, HEK293, calcium dye fluorescence, uHTS | CRF-induced calcium fluorescence | inhibition, % at 11.8 µM | 0.59% of 350,000 active | AID 588475, 2011;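 active = inhibition of the ligand-induced calcium signal above about 50% at the single tested concentration, limit read from the data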
M4 ag: human M4 muscarinic receptor agonists, primary screen, CHO-K1 cells, Fluo-8 calcium fluorescence. Muscarinic acetylcholine receptor M4 (Homo sapiens), P08173. CHO-K1 hM4/Gqi5; vehicle 0%, full acetylcholine response 100%. activation, % at 3 µM. 0.14% of 360,000 active. AID 624127, 2012;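 active = activation above the run mean over all test wells plus 3 SD, cut at about 32% in these data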;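 note: peak over basal fluorescence ratio per well then scaled between controls; 0% = DMSO wells and 100% = acetylcholine at EC100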
CHRM5 antagonist: human M5 muscarinic receptor antagonists, primary screen, CHO cells, Fluo-8 calcium fluorescence. inhibition, % at 3 µM. CHO-hM5 cells, ACh EC80. 0.59% of 360,000 active. Muscarinic acetylcholine receptor M5 (Homo sapiens), P08912;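 active = inhibition above a per-plate cutoff, the mean of that plate's test compounds plus 3 SD, cut at about 27% in these data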;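 note: 0% = acetylcholine EC80 with DMSO and 100% = DMSO without agonist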
* = called active by the depositor; . = not tested or not shown.

SMILES | M4 antag | M5 PAM | CHRM1 PAM | M4 PAM | CRFBP-R2 agonist | M5 ag | CRFBP-R2 block | M4 ag | CHRM5 antagonist
COc1ccccc1NC(=O)C(=O)N/N=C/c1cccs1 | 2 | -2 | 5 | -2 | -2.0 | 1 | 6 | 1 | 4
Cc1ccc(-c2c(C(=O)c3ccc(Br)cc3)[nH]c(N)c2C(=O)NCc2ccc(Cl)cc2)cc1 | -6 | 4 | . | 6 | . | 2 | . | 1 | -8
Cc1cccn2cc(CNC(=O)c3ccc(Br)o3)nc12 | -6 | -6 | 4 | 0 | -5.0 | 1 | 5 | 3 | -2
CCn1c(SCC(=O)N/N=C/C=C/c2ccco2)nnc1-c1ccccc1 | -6 | 3 | 20 | 12 | -1.7 | -3 | -5 | 0 | -2
COc1ccc(/C(C)=N/NC(=O)CNC(=O)/C=C\c2ccco2)cc1 | 2 | -3 | 6 | 1 | 1.5 | -5 | -3 | 0 | 2
O=C(CC(c1ccccc1)C1CCCCC1=O)c1ccco1 (stereo not drawn) | 10 | 2 | 0 | -7 | -4.1 | -2 | -3 | -1 | 2
C=CCOc1ccc2c(c1)c(S(=O)(=O)c1ccc(C)cc1)cn2COC | -5 | -6 | 1 | -6 | 0.3 | 1 | -7 | 1 | 4
CC1CCN(CCNC(=O)c2ccc(NC(=O)C3CCCO3)cc2)CC1 (stereo not drawn) | -4 | -1 | 4 | 1 | 0.5 | -1 | 0 | 1 | -1
COc1cccc(NC(=O)C(=O)N2CCOCC2)c1 | 0 | -2 | 6 | -2 | 0.8 | 2 | 1 | 1 | 1
COc1ccc(N(CC(=O)Nc2ccccc2C(=O)O)S(=O)(=O)c2ccc(C)c([N+](=O)[O-])c2)cc1 | -14 | 7 | 9 | 16 | -0.5 | -6 | 5 | 0 | -3
O=C(CNC(=O)Cc1ccc(Cl)cc1)NCC(=O)N1CCCCC1 | 0 | -4 | 3 | 1 | 6.1 | -3 | -8 | 1 | 13
CN(C)S(=O)(=O)c1ccc(N2CCCC2)c(C(=O)Nc2nc3ccc(F)cc3s2)c1 | 6 | -6 | -5 | -16 | -0.4 | -2 | -5 | 0 | 3
CN(C(=O)c1ccc2c(c1)OCO2)C1CCCCC1 | -3 | 11 | -3 | -2 | 0.0 | -3 | -2 | 1 | -22
C=CCn1c(SCC(=O)NC2CCS(=O)(=O)C2)nnc1-c1ccncc1 (stereo not drawn) | 0 | -6 | 13 | -2 | 0.5 | -5 | -2 | 1 | -3
CCCC(c1nnnn1C1CCCCC1)N1CCN(c2ncccn2)CC1 (stereo not drawn) | -2 | 1 | 4 | 0 | -0.1 | 2 | 0 | 0 | -6
CNC(=O)c1[nH]cnc1C(=O)N[C@@H](Cc1ccccc1)C(=O)OCc1ccccc1 | -5 | -33 | -6 | -6 | -0.7 | -2 | 12 | 23 | 15
Cc1cccc(S(=O)(=O)N2CCN(Cc3ccc4c(c3)OCO4)CC2)c1 | 15 | -5 | 0 | -7 | 4.1 | -8 | 0 | 0 | 4
CC1CCCN(c2ccc(C(=O)NCc3cccs3)cn2)C1 (stereo not drawn) | -2 | -2 | 0 | -1 | 3.6 | -1 | -14 | 1 | 7
COc1ccccc1CCNC(=O)C(=O)c1cn(CC(=O)N2CCOCC2)c2ccccc12 | 6 | -8 | 2 | -2 | -0.3 | -3 | 6 | 4 | 17
COCCCNc1nc2ccccc2nc1NS(=O)(=O)c1ccc(C)cc1 | -3 | 5 | 4 | 6 | 0.5 | -2 | -1 | 1 | 5
OCC1(CC2CCCCO2)CCN(Cc2cccc(O)c2)CC1 (stereo not drawn) | 1 | 1 | 10 | 0 | 1.4 | -5 | 0 | 1 | 3
CC1Cc2nc(SCC(=O)Nc3nc4ccccc4s3)n(C)c(=O)c2S1 (stereo not drawn) | -5 | -13 | -5 | -3 | 0.1 | 6 | -7 | 10 | 10
Cc1cccc(C)c1NC(=O)NC1(C(=O)NCc2ccncc2)CCCCC1 | 11 | 2 | 12 | -4 | -1.8 | -2 | 6 | 1 | 8
NCC12CC3CC(C1)CC(c1ccc(Br)cc1)(C3)C2 | 21 | -3 | 14 | -11 | 0.1 | 1 | -18 | 15 | 18
O=C(NCCCCCCCCCNC(=O)C(F)(F)F)C(F)(F)F | 16 | 2 | 10 | -6 | -0.4 | -3 | -11 | -1 | -4
(cont.)
SMILES | M4 antag | M5 PAM | CHRM1 PAM | M4 PAM | CRFBP-R2 agonist | M5 ag | CRFBP-R2 block | M4 ag | CHRM5 antagonist
COc1ccc(-c2n[nH]c(=S)n2-c2ccc(C)cc2)cc1 | -6 | 8 | 3 | 1 | -1.1 | -1 | 4 | 0 | -5
CCOC(=O)C1CN(S(=O)(=O)c2ccc(Cl)cc2)c2cc(S(=O)(=O)CC)ccc2O1 (stereo not drawn) | 3 | -1 | -3 | 2 | -0.1 | -2 | 3 | 1 | 14
CC(/C=N/NC(=O)C(O)c1ccccc1)=C\c1ccccc1 (stereo not drawn) | -17 | -4 | 14 | 6 | 1.1 | 2 | -13 | 0 | -4
Cn1c(C(C#N)C(=O)c2ccco2)nc2ccccc21 (stereo not drawn) | -16 | 2 | 0 | 17 | -4.5 | 0 | -21 | 5 | -14
Cc1ccc(-n2nnnc2C(Cl)(Cl)c2nnnn2-c2ccc(C)cc2)cc1 | 17 | 0 | -2 | -10 | 72* | 3 | -99 | 3 | -4
CC(=O)c1ccc(N(C(=O)c2csnn2)C(C(=O)NC2CCCC2)c2ccccc2)cc1 (stereo not drawn) | 6 | 7 | 4 | -1 | -0.3 | -1 | 1 | 3 | -5
NS(=O)(=O)c1ccc(CCNC(=O)COC(=O)Cc2ccc(Cl)cc2)cc1 | -13 | 2 | 11 | 6 | -1.6 | 1 | -12 | 0 | -1
CSc1ccccc1C(=O)Nc1nc2ccccc2[nH]1 | 0 | 0 | 3 | 2 | 0.2 | 3 | -6 | 6 | 3
O=C(Nc1ccc(F)cc1)C1C(c2ccccc2)C1(Cl)Cl (stereo not drawn) | -8 | -22 | -9 | -10 | -0.1 | -2 | -14 | 7 | 25
CCOc1ccc(NC(=O)c2ccccc2NC(=O)CN2CCCCCC2)cc1 | -2 | -1 | -1 | 1 | 0.2 | -7 | 2 | -2 | 5
COc1cc(NC(=O)CSc2ccc(-c3cccnc3)nn2)cc(OC)c1 | 5 | -4 | -5 | 0 | 0.1 | -3 | -11 | 5 | 4
COc1ccc(OCCCC(=O)Nc2ccc(S(=O)(=O)N3CCOCC3)cc2)cc1 | -4 | -9 | 1 | 3 | -0.8 | 3 | 7 | 2 | 14
COC(=O)[C@@H](Cc1ccccc1)NC(=O)[C@H]1O[C@@H](n2cnc3c(N)ncnc32)[C@H](O)[C@@H]1O | -3 | 11 | 5 | 3 | . | 3 | . | 1 | 1
CN(C)c1ccc(C(CNC(=O)Cc2cccc3ccccc23)N(C)C)cc1 (stereo not drawn) | -11 | -1 | -4 | -4 | 0.2 | -3 | -14 | 1 | -4
Cc1ccc2oc(C(=O)N3CCN(Cc4nccn4C)CC3)c(C)c2c1 | 10 | -3 | -5 | -5 | 2.8 | -4 | -6 | 1 | 4
Cc1ccc(NC(=O)c2ncn(CCCNCCCc3ccccc3)n2)cc1C | -4 | -1 | 1 | -3 | -0.9 | 0 | -2 | 10 | 10
COc1ccccc1CNCC(=O)Nc1cc(S(=O)(=O)N2CCCCCC2)ccc1Cl | -2 | -18 | -6 | -22 | 2.2 | -10 | 7 | 6 | 12
Cc1ccc2oc(NC(=O)N3CCOCC3)cc(=O)c2c1 | -2 | -5 | 10 | -9 | -0.8 | 3 | -6 | 4 | 8
COC(=O)CCC(=O)N(CCN(C(=O)CCC(=O)OC)c1ccccc1)c1ccccc1 | -8 | 1 | 0 | 9 | -1.6 | 0 | 0 | 1 | 9
O=C1N[C@H]2CC=C[C@H]2N(Cc2cccs2)c2ccccc21 | -7 | -2 | -5 | -5 | -2.6 | -2 | -3 | 1 | 7
Cc1ncsc1CCOC(=O)c1cccnc1 | 1 | -2 | 0 | 8 | -0.9 | 3 | 13 | 0 | 2
COc1ccc(C)cc1-n1nnnc1SCn1nnc2ccccc2c1=O | 15 | -3 | 5 | 8 | -1.8 | 4 | 4 | 6 | 5
Cc1c(OC(C(=O)O)c2ccccc2)ccc2c(-c3ccccc3)cc(=O)oc12 (stereo not drawn) | 2 | -12 | 2 | 14 | -0.1 | -6 | -34 | 3 | 19
Cc1ccc2nc(CSc3nc(C)nc4c3oc3ccccc34)[nH]c2c1 | -1 | -8 | -6 | -3 | 1.5 | -4 | -5 | 3 | 3
CC1(C)Cc2c(C#N)c(NCCN3CCOCC3)nc(-c3ccco3)c2CO1 | 6 | -8 | 3 | -2 | -0.6 | -1 | 4 | 3 | 6
(further entries)
SMILES | M4 antag | M5 PAM | CHRM1 PAM | M4 PAM | CRFBP-R2 agonist | M5 ag | CRFBP-R2 block | M4 ag | CHRM5 antagonist
CCOC(=O)c1sc(=S)n(C)c1C | 3 | 3 | 10 | -2 | 0.1 | -2 | -11 | 0 | 3
CCCN1CCN(C(=O)c2cc(COc3ccc(F)c(F)c3)on2)CC1 | 2 | -2 | 0 | -2 | -0.6 | -5 | 12 | 2 | 10
CCN(CC)C(=O)COc1coc(CN2CCN(c3cccc(Cl)c3)CC2)cc1=O | -1 | 8 | 3 | 5 | 0.7 | -2 | 3 | 2 | -19
CCN1CCN(C(=O)Cn2nc(C)n3c(cc4c(OC)cccc43)c2=O)CC1 | -4 | 0 | 8 | 2 | -1.4 | -6 | 0 | 0 | 2
CN1CCN(S(=O)(=O)c2ccc(NC(=O)c3cccc(S(=O)(=O)N4CCCC4)c3)cc2)CC1 | 37* | -21 | -23 | -19 | 0.3 | -6 | -20 | 1 | 29*
CCOc1ccc(S(=O)(=O)N(C)C)cc1-c1nc2c(C(C)(C)C)nn(C)c2c(=O)[nH]1 | -21 | 1 | 4 | 12 | 0.4 | 1 | -72 | 1 | -6
N#CCC(=O)N/N=C/c1ccccc1Cl | 6 | 1 | -5 | -7 | -0.7 | -2 | 0 | 1 | 12
COC(=O)c1ccc(CN(C)S(=O)(=O)c2ccc(C)cc2)o1 | 7 | 1 | -2 | 1 | -0.1 | 1 | 14 | 1 | 3
CCN(CC)S(=O)(=O)c1ccc(Cl)c(NC(=O)COC(=O)c2ccc([N+](=O)[O-])o2)c1 | 2 | -1 | 3 | 4 | -2.6 | 3 | -18 | 6 | 3

Sorted by the number under CRFBP-R2 block (falling): 3 of the compounds above.
SMILES | M4 antag | M5 PAM | CHRM1 PAM | M4 PAM | CRFBP-R2 agonist | M5 ag | CRFBP-R2 block | M4 ag | CHRM5 antagonist
Cc1ccc(NC(=O)c2ncn(CCCNCCCc3ccccc3)n2)cc1C | -4 | -1 | 1 | -3 | -0.9 | 0 | -2 | 10 | 10
NCC12CC3CC(C1)CC(c1ccc(Br)cc1)(C3)C2 | 21 | -3 | 14 | -11 | 0.1 | 1 | -18 | 15 | 18
Cc1ccc(-n2nnnc2C(Cl)(Cl)c2nnnn2-c2ccc(C)cc2)cc1 | 17 | 0 | -2 | -10 | 72* | 3 | -99 | 3 | -4
